Compound activity (PubChem BioAssay)
MmCpn inh = M. maripaludis TRiC chaperonin inhibition; Potency, µM (titrated, usually from 76.9 µM), without a hit: top-dose activity, negative = inhibition, most hits filed as inhibitors; hit rate 0.031% among 330,000; purified Mm-Cpn ATPase, ADP Transcreener TR-FRET; note: potency is the fitted concentration of half-maximal effect; % is set by controls: 0 for no effect and ±100 for the full control effect; nearly all actives have a fitted effect of over 80% in size
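Quantitative HTS used 25 nM Mm-CPN and 10 uM ATP in magnesium/KCl Tris buffer, pH 7.4, with 1 mM DTT. Hydrolysis ran 30 min at 37°C; ADP was read by HTRF.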
pAkt inh = Akt phosphorylation inhibition; activity change, % for hits at 50 µM; hit rate 0.32% among 360,000; AID 651550; Neuro2A IGF-stimulated pAkt S473 HTRF, 20 min; active compounds read low; in the data active = activity change below about -80%; inconclusive = mostly about -51% to -80%; note: % is set by controls: 0 for no effect and ±100 for the full control effect
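Single-point screen (50 µM final compound) in Neuro2A cells stimulated 20 min with 6 nM IGF at 37 deg C. After lysis, Ser473-phosphorylated Akt read by HTRF (ex 330 nm, em 615/665 nm) as the 665/615 ratio.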
HepG2 viability = HepG2 cytotoxicity, counter-screen for TGF-b inhibitors. HepG2 CAGA-GFP viability, ATP luminescence, 18 h. Potency, µM (highest dose often 46.1 µM), for the others: at the top dose activity change, negative = cytotoxicity, hits mostly cytotoxic. hit rate 0.76% among 410,000. AID 588856; note: potency is the fitted concentration of half-maximal effect; some results filed as inactive show a strong effect at the top dose
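CellTiter-Glo luminescence gave cytotoxicity after 18 hours at 37 degrees C. The cells were HepG2 CAGA-GFP in 1% FBS DMEM, stimulated with 500 pg/mL TGF-beta after compound addition. %Activity was normalised to no-cell wells (complete cell-killing) and DMSO (no toxicity), and curves were fitted and classified.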
TGFb inhibitor = TGF-b pathway inhibition; hit rate 1.2% among 410,000; Potency, µM (series often up to 46.1 µM), for inactives: at the top dose activity, negative = inhibition, usual class: inhibitors; HepG2 CAGA-GFP TGF-b/SMAD3 reporter, GFP fluorescence, 18 h; TGF-beta stimulated, 500 pg/mL final; note: potency is the fitted concentration of half-maximal effect; % is set by controls: 0 for no effect and ±100 for the full control effect; nearly all actives have a fitted effect of over 65% in size
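Inhibition of TGF-beta-driven CAGA-GFP reporter expression in HEPG2 cells is measured by cellular GFP fluorescence after 18 h stimulation with 500 pg/mL recombinant TGF-beta in 1% FBS medium at 37 degrees C.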
Nrf2 ARE act = Nrf2 pathway activation; hit rate 0.31% among 410,000; AREc32 ARE-luciferase reporter (MCF7-derived line), luminescence, 24 h; Potency, µM (doses to about 46.1 µM), for inactives: top-dose activation, most hits filed as activators; AID 624171; note: potency is the fitted concentration of half-maximal effect; % of control where 0% means no effect; nearly all actives have a fitted effect of over 65% in size
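Reporter line AREc32 (ARE-Fluc), seeded overnight in OPTI-MEM with 5% FBS; compound pin-transferred, 24 hr at 37 deg C, 5% CO2; luminescent read-out.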
Abeta rescue = A-beta toxicity reversal in yeast. yeast expressing A-beta42, growth rescue, OD600, 48 h; response scale: 0% DMSO, 100% iron-clioquinol control. Potency, µM (highest dose often 46.1 µM), inactives show at the highest dose growth rescue, hits mostly activators. hit rate 0.063% among 410,000. AID 1347071; note: potency is the fitted concentration of half-maximal effect; nearly all actives have a fitted effect of over 55% in size
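Growth rescue measured by 600 nm absorbance after 48 h yeast culture at 30 C with compound. Values normalized between DMSO and an equimolar ferric chloride plus clioquinol control.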
A549 viability = A549 cytotoxicity, counter-screen for Nrf2 inhibitors; hit rate 0.16% among 390,000; AID 504648; A549 ARE-Fluc cells, CellTiter-Fluor viability, 18-24 h; Potency, µM (series often up to 46 µM), without a hit: at the highest dose activity change, negative = cytotoxicity, hits mostly inhibitors; note: potency is the fitted concentration of half-maximal effect; % is set by controls: 0 for no effect and ±100 for the full control effect
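Cytotoxicity counterscreen: CellTiter-Fluor fluorescence was measured in A549 ARE_Fluc cells after 18-24 h of compound exposure in a concentration series. The subsequent BugLite luminescent read reports ARE-luciferase activity.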
Nrf2 block = inhibitors of Nrf2 signaling; A549 ARE-Fluc reporter, luciferase luminescence, 18-24 h; Potency, µM (doses to about 46 µM), inactives show top-dose activity change, negative = inhibition, most hits filed as inhibitors; hit rate 2.1% among 360,000; AID 504444; note: potency is the fitted concentration of half-maximal effect; % is set by controls: 0 for no effect and ±100 for the full control effect; nearly all actives have a fitted effect of over 60% in size
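A549 ARE_Fluc cells (5000/well, 5% FBS OPTI-MEM) pre-incubated 2 h, then treated with compounds 18-24 h at 37C/5% CO2 in concentration-response. CellTiter-Fluor viability read first; BugLite luciferase luminescence after 15 min at room temperature gives Nrf2 activity.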
CCT chaperon mod = cytosolic chaperonin activity modulation; purified chaperonin ATPase assay, HTRF ADP detection, 30 min; AID 651819; hit rate 0.3% among 360,000; activity change, % (no concentration beside the values), hits read low; in the data active = activity change below about -30%; note: % is set by controls: 0 for no effect and ±100 for the full control effect
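ATPase activity: ADP formed was measured by HTRF Transcreener (665/615 nm ratio) after 30 min at 37 deg C with 10 uM ATP. Compounds screened at one 76 uM concentration against 40 or 20 nM TRiC in Tris pH 7.4/KCl/MgCl2/DTT buffer.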
The depositor's hits bear a star; i = inactive; ? = inconclusive; · = no result given; [ ] = dose if it differs, or a comment. Unless noted, calls come from the whole dose curve; as a rule, active = well fitted curve in the direction sought with a large enough effect; inconclusive = small, poorly fitted or top-dose-only effect, or another doubt; inactive = no such curve, though single readings can be large; an effect the other way counts as inactive or inconclusive. An unsorted share of the library. Share with any hit: about 4.3%.

Order of results: MmCpn inh	pAkt inh	HepG2 viability	TGFb inhibitor	Nrf2 ARE act	Abeta rescue	A549 viability	Nrf2 block	CCT chaperon mod
CCN1C(=O)[C@H]2[C@@H](c3ccc(C)cc3)N[C@]3(CCCN(Cc4ccc(C(F)(F)F)cc4)C3=O)[C@H]2C1=O
  ·	i	-26%	-11%	0.2%	0%	·	·	-3.1
CCCOc1ccc(N2CC(C(=O)NC(C)C)CC2=O)cc1 (stereo unspecified)
  3%	i	-17%	-4%	0.7%	-12%	9%	11%	2.0
Cc1ccc2nc(-c3ccc(NC(=O)c4ccco4)cc3)[nH]c2c1
  -2%	i	-29%	38%[activator]	4.0%	-8%	4%	·	-2.2
O=C1Nc2cccnc2N(C(=O)CCl)c2ccccc21
  3%	i	-74%	?	?	-7%	-17%	?	-0.4
COC(C(=O)Nc1cccc(F)c1)c1ccccc1 (stereo unspecified)
  1%	i	-3%	-18%	2.4%	-1%	-3%	-5%	-1.9
COc1ccc(OC)c(NC(=O)CN(c2ccccc2OC)S(=O)(=O)c2ccc(C)cc2)c1
  ·	·	-8%	0%	0.2%	18%	-2%	-1%	·
Cc1cc(NCCC(C)C)n2nc(C)c(-c3ccccc3)c2n1
  -2%	i	-29%	2%	4.1%	3%	0%	-4%	3.6
O=C(Nc1ccc(Br)cc1)C(Cc1ccccc1)NS(=O)(=O)c1cccc2nsnc12 (stereo unspecified)
  ·	·	-19%	?	0.3%	-5%	6%	·	·
CC(=O)/C(N=Nc1cccc(C(F)(F)F)c1)=C(\C)O
  0%	i	3%	6%	-0.7%[9.22 µM]	-5%	3%	10%	0.0
O=C(CSc1nc2nc3c(cc2c(=O)n1-c1ccccc1)CCCC3)Nc1ccccc1
  ?	i	0%	-2%	2.0%	8%	-14%	-24%	-2.8
CCCCCN(C(=O)CCC(=O)OCc1cccc(C)c1)c1c(N)n(CCCC)c(=O)[nH]c1=O
  2%	i	-1%	15%	0.2%	3%	-6%	-18%	-0.1
CCCCC(CC)CNC(=O)C(=O)c1ccccc1NC(C)=O (stereo unspecified)
  1%	i	-15%	-25%	0.3%	8%	2%	-11%	-3.4
O=C(Oc1ccc(N(Cc2cccs2)C2=NS(=O)(=O)c3ccccc32)cc1)c1ccccc1Cl
  -2%	i	-65%	-15%	-0.6%	4%	-5%	1µM*	-0.2
CCCNC(=O)c1ccccc1NC(=O)COc1ccc(OC)cc1
  -3%	i	15%	10%	1.9%	25%	0%	0%	0.6
COc1ccc(/C=N/NC(=O)C(C)n2cnc3ccccc3c2=O)cc1 (stereo unspecified)
  0%	i	18%	1%	-0.1%	-7%	0%	4%	1.0

Later entries:
Order of results: MmCpn inh	pAkt inh	HepG2 viability	TGFb inhibitor	Nrf2 ARE act	Abeta rescue	A549 viability	Nrf2 block	CCT chaperon mod
COc1ccc(CNC(=O)CCN2C(=O)c3ccncc3C2=O)cc1OC
  -4%	i	4%	-1%	-0.2%	7%	-3%	0%	-0.2
CCOC(=O)c1nn(-c2ccccc2)c2nc(Nc3ccccc3)cc(=O)n12
  -1%	i	-4%	7%	0.1%	22%	0%	2%	0.7
O=[n+]1cc(-c2ccccc2)n([O-])c2c1CCC2
  3%	i	1%	28%	-0.6%	15%	-1%	17%	-1.0
O=C(NC1CCCCC1)C(c1cc2ccccc2o1)N1CCOCC1 (stereo unspecified)
  ·	i	4%	0%	0.5%	12%	·	·	-0.4
Cc1ccnc(NC(=O)c2ccc(S(=O)(=O)N3CCCCCC3)cc2)c1
  2%	i	2.2µM*	-23%	0.3%	-18%	-12%	?	-2.9
Cc1ccccc1C(OCCN(C)C)C1CCCCC1 (stereo unspecified)
  2%	i	-22%	6%	-0.8%	-10%	0%	0%	0.8
Cc1ccc(Nc2nc(C(=O)NCC3CCCO3)cs2)cc1 (stereo unspecified)
  0%	i	-1%	1%	6.7%	5%	-1%	21%	0.0
Nc1nc(NCc2ccccc2Cl)c2[nH]cnc2n1
  ·	·	1%	12%	·	·	2%	?	·
CCc1ccc(CN2C(=O)c3ccccc3C2C(=O)NCc2cccnc2)cc1 (stereo unspecified)
  0%	i	6%	-1%	0.1%	-2%	2%	-2%	-1.0
CC(=O)Nc1nonc1NC(C)=O
  1%	i	5%	-3%	0.2%	16%	-3%	19%	1.9
CCc1ccccc1NC(=S)N(CCN(C)C)C(C)c1cccnc1 (stereo unspecified)
  1%	i	0%	16%	-0.7%	-13%	1%	-24%	1.1
Cc1ccc(C)c(CN2C(=O)c3ccccc3S(=O)(=O)c3ccc(C(=O)N4CCCC4)cc32)c1
  ·	·	-23%	·	4.6%	-6%	?	?	·
CCN(CC)C(=O)c1cccc(-c2csc(C(O)c3cccc(OC)c3)n2)c1 (stereo unspecified)
  ·	i	-32%	-26%	-0.2%	-13%	·	·	-1.1
CCCCC[C@H](O)/C=C/[C@@H]1[C@@H](CCCCCCC(=O)O)[C@@H](O)C[C@H]1O
  -1%	i	2%	6%	1.6%	-7%	-1%	3%	-1.5
O=C(NCc1ccccc1Cl)c1ccc2c(c1)N(Cc1ccccc1)CCS2
  ·	·	-6%	0%	2.8%	-3%	3%	5%	·

Structures listed so far with a CF3 group, in the order listed:
Order of results: MmCpn inh	pAkt inh	HepG2 viability	TGFb inhibitor	Nrf2 ARE act	Abeta rescue	A549 viability	Nrf2 block	CCT chaperon mod
CCN1C(=O)[C@H]2[C@@H](c3ccc(C)cc3)N[C@]3(CCCN(Cc4ccc(C(F)(F)F)cc4)C3=O)[C@H]2C1=O
  ·	i	-26%	-11%	0.2%	0%	·	·	-3.1
CC(=O)/C(N=Nc1cccc(C(F)(F)F)c1)=C(\C)O
  0%	i	3%	6%	-0.7%[9.22 µM]	-5%	3%	10%	0.0

Ordered by SMILES length (low to high): four of the compounds above
Order of results: MmCpn inh	pAkt inh	HepG2 viability	TGFb inhibitor	Nrf2 ARE act	Abeta rescue	A549 viability	Nrf2 block	CCT chaperon mod
O=[n+]1cc(-c2ccccc2)n([O-])c2c1CCC2
  3%	i	1%	28%	-0.6%	15%	-1%	17%	-1.0
Cc1ccnc(NC(=O)c2ccc(S(=O)(=O)N3CCCCCC3)cc2)c1
  2%	i	2.2µM*	-23%	0.3%	-18%	-12%	?	-2.9
CCOC(=O)c1nn(-c2ccccc2)c2nc(Nc3ccccc3)cc(=O)n12
  -1%	i	-4%	7%	0.1%	22%	0%	2%	0.7
CCCCC[C@H](O)/C=C/[C@@H]1[C@@H](CCCCCCC(=O)O)[C@@H](O)C[C@H]1O
  -1%	i	2%	6%	1.6%	-7%	-1%	3%	-1.5

Next part.
Order of results: MmCpn inh	pAkt inh	HepG2 viability	TGFb inhibitor	Nrf2 ARE act	Abeta rescue	A549 viability	Nrf2 block	CCT chaperon mod
CCCCN(C(=O)Cn1nnc2ccccc21)C(C(=O)NCCOC)c1ccc(OC)cc1OC (stereo unspecified)
  2%	i	0%	-21%	-0.9%	4%	1%	14%	1.1
CCCOc1cccc(NC(=O)OC2CCN(C)CC2)c1
  1%	i	7%	0%	-0.4%	7%	-4%	-10%	-2.5
COc1cc(OC)cc(C(=O)Nc2cccc(-c3cn4ccsc4n3)c2)c1
  ·	·	-33%	-23%	5.4%	-4%	6%	·	·
CCn1c(=O)c2[nH]c(SC)nc2n(CC)c1=O
  ·	i	-20%	-11%	0.1%	-3%	·	·	-0.7
COc1ccc(S(=O)(=O)N(c2onc(C)c2Cl)S(=O)(=O)c2ccc(OC)cc2)cc1
  2%	i	-14%	15%	-2.6%	13%	-9%	-21%	1.5
CC1CC(C)CN(C(=O)/C=C/c2ccc(S(=O)(=O)N3CCOCC3)cc2)C1 (stereo unspecified)
  -1%	i	10%	5%	-1.8%	-5%	-1%	-13%	-3.3
COc1ccccc1C(CNC(=O)C1COc2ccccc2O1)N1CCCC1 (stereo unspecified)
  -1%	i	-20%	11%	2.4%	-5%	-5%	0%	-3.2
COc1cc(-c2nc3ccccn3c2/N=C/c2cccc(OC)c2O)ccc1O
  -7%	i	-1%	14%	16%	-19%	2%	8%	1.6
O=C(CCc1nc(-c2ccc(Cl)cc2)no1)NCc1ccccc1CN1CCOCC1
  1%	i	-24%	-4%	0.9%	2%	-9%	17%	-0.4
O=P(NCc1ccccc1)(OCc1ccccc1)OCc1ccccc1
  ·	i	6%	12%	0.0%	4%	-4%	-2%	-1.7
COc1cccc(-c2nc(N3CC(C)CC(C)C3)c3ccccc3n2)c1O (stereo unspecified)
  2%	i	7%	-1%	9.9%	9%	2%	-2%	-0.7
C=CCN1C(=O)C(CC(=O)Nc2ccccc2)N(Cc2ccccn2)C1=S (stereo unspecified)
  1%	i	2%	13%	3.6%	-4%	0%	-9%	1.1
COc1ccccc1OCC(=O)Nc1ccc(N2CCOCC2)cc1N1CCOCC1
  3%	i	2%	2%	-0.2%	27%	4%	7%	-1.4
Cc1cc(Cl)ccc1NC(=O)C1COc2ccccc2O1 (stereo unspecified)
  0%	i	-8%	0%	20%	-13%	3%	?	-0.5
CC1(C(=O)NS(=O)(=O)c2ccc(Cl)cc2)CCN1C(=O)Cc1ccc(Cl)cc1Cl (stereo unspecified)
  ·	i	-1%	21%	0.1%[9.22 µM]	15%	·	·	-0.2
O=C(CSCc1nc2c(nnn2Cc2ccc(F)cc2)c(=O)[nH]1)Nc1cccc(C(F)(F)F)c1
  3%	i	9%	2%	-0.2%	14%	1%	-7%	0.6
CC(=O)Nc1ccc(SCC(=O)OCC(=O)NC(=O)NCc2ccco2)cc1
  1%	i	-17%	-9%	-0.9%	-5%	-1%	18%	-1.6
